Compound activity deposited in PubChem by several laboratories.
FAK blocker: FAK kinase inhibitors, primary screen, biochemical | inhibition, %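 (tested at 7 µM)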 | biochemical FAK kinase activity assay | hit rate 0.84% among 97,000 | Focal adhesion kinase 1 (Homo sapiens), Q05397; in the data active = inhibition above about 19%;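 also: 0% = DMSO and 100% = reference compound high control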
HUVEC tox IL1B: cytotoxicity in IL-1B stimulated HUVEC, primary screen, cytotoxicity control for IL-1B NFkB translocation project, imaging, Hoechst nuclear count, IL-1B stimulus | cell count reduction, % at 2 µM | HUVEC cell count loss | hit rate 0.41% among 94,000 | AID 845, 2007;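 active = cell count reduction more than 3 SD above the screen-wide mean, cut at about 70% in these data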;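 also: normalized per plate to untreated control cells as the no-loss baseline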
PTK2B oligo ant: antagonists of Pyk2 self-association, primary screen, Q293 cells, FERM NanoBiT luminescence, HTS. Protein-tyrosine kinase 2-beta (Homo sapiens), Q14289. hits give low values. z-score (the deposit names both 25 µM and 10 µM). hit rate 0.83% among 99,000;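 active = Z-score of -3 or lower, scaled per plate to the spread of control and sample wells; inactive = z-score above -3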;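 also: negative z-score means lost luminescence so less FERM oligomerization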
ERa coact inh: ERα–SRC-1 coactivator interaction inhibitors, primary screen, biochemical, TR-FRET, ERα LBD, estradiol-bound. TR-FRET ER-alpha LBD / SRC-1 peptide. inhibition, % at 25.6 µM. hit rate 1.7% among 86,000; in the data active = inhibition above about 50%;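 also: 0% = receptor plus peptide control and 100% = peptide only without receptor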
Target sequence (P03372 whole entry, looked up, the tested form may be a part): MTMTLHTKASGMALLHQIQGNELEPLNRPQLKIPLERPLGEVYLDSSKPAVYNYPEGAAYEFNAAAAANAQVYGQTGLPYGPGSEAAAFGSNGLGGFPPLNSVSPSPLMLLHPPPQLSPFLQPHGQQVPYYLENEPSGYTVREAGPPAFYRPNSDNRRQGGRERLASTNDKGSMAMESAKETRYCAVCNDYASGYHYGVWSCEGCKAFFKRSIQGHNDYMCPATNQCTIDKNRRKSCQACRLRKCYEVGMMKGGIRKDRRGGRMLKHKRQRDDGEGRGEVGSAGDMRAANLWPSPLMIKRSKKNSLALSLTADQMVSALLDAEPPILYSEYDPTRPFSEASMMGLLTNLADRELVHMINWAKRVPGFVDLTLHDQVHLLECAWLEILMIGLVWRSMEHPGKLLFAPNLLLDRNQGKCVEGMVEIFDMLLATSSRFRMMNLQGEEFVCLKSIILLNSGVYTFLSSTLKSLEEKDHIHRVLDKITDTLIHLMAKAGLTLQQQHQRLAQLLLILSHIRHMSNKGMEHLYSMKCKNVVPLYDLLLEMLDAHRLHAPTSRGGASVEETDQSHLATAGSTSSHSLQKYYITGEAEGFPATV
LYP inh 2: PTPN22 phosphatase inhibitors, primary screen, biochemical, DiFMUP fluorescence, 2 µM | AID 640, 2007 | hit rate 0.21% among 96,000 | recombinant LYP catalytic domain | Tyrosine-protein phosphatase non-receptor type 22 (Homo sapiens), Q9Y2R2 | inhibition, % at 2 µM;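 active = inhibition at 2 µM at or above a set limit, the screen mean plus 3 SD, cut at about 24% in these data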;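 also: 0% = DMSO with enzyme and 100% = enzyme fully blocked by orthovanadate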
VCAM1 TNFa inh: inhibitors of TNFa-induced VCAM1 expression, primary screen, imaging, HUVEC, TNFa stimulus, immunofluorescence | HUVEC TNFa-induced VCAM-1 immunofluorescence, high-content imaging | inhibition, % at 2 µM | hit rate 0.48% among 95,000 | AID 802, 2007;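 active = inhibition above the batch mean plus 3 SD, with images confirmed as a hit by eye, cut at about 37% in these data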;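 also: 0% = TNF-stimulated DMSO wells and 100% = unstimulated control wells; not every result past the cut was called active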
TNFa cytotox: cytotoxicity in TNFa-stimulated HUVEC, primary screen, cytotoxicity control for VCAM1 expression modulator project, imaging, Hoechst nuclei count | HUVEC TNFalpha-stimulated, Hoechst cell count | cell count reduction, % at 2 µM | hit rate 0.17% among 93,000 | AID 848, 2007;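 active = cell count reduction exceeding the screen mean by over 5 SD, scaled to untreated wells per plate, cut at about 78% in these data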;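 also: cells counted after 24 h of TNF alpha exposure following the 1 h pretreatment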
F-actin modifier: modifiers of F-actin cytoskeleton organization, primary screen, imaging, HUVEC, phalloidin staining, high-content imaging. HUVEC TNFa F-actin phalloidin imaging. hit rate 0.18% among 91,000. inhibition, % at 2 µM. AID 836, 2007;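 active = inhibition above the batch mean plus 3 SD and confirmed as a hit by visual image inspection, cut at about 30% in these data, passing the limit was not always enough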; also: strong numbers were not always called active
PTPN22 act: LYP phosphatase activators, primary screen, biochemical, DiFMUP fluorescence, 2 µM; AID 697, 2007; activation, % at 2 µM; recombinant LYP; 0 = plate median, 100 = signal doubled; hit rate 0.11% among 96,000; Tyrosine-protein phosphatase non-receptor type 22 (Homo sapiens), Q9Y2R2;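 active = activation at 2 µM above a set limit, the mean plus 5 SD, cut at about 37% in these data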
* hit, by the source's call; . = not tested or not shown; [ ] = remark or other dose. Outcome played no part in choosing rows (roughly 3.8% active in at least one column).

Molecule | LYP inh 2 | PTK2B oligo ant | FAK blocker | VCAM1 TNFa inh | F-actin modifier | HUVEC tox IL1B | ERa coact inh | PTPN22 act | TNFa cytotox
OC1CN=C2Sc3ccccc3N2C1 (configuration not stated) | 2.6 | 0.08 | 1.8 | 10.1 | -13.7 | -0.5 | -0.7 | -3.9 | -4.9
N#Cc1c(SCc2nc3ccccc3[nH]2)nc2c(c1C(F)(F)F)CCC2 | 1.5 | . | 1.9 | 23.0 | -5.5 | -23.8 | 0.5 | -4.4 | 2.1
CCCC(=O)Nc1nc2ccc(NC(=O)c3ccc(Br)o3)cc2s1 | 1.5 | -2.59 | 3.3 | 1.3 | 14.1 | -18.4 | 1.7 | -1.4 | -3.8
COc1cc(NS(=O)(=O)N2CCCC2)cc(OC)c1OC | 0.5 | 0.38 | -1.4 | 4.8 | 3.9 | -17.4 | -35.9 | 0.0 | -16.2
Cc1csc(NC(=O)CSc2ncn(-c3ccccc3)n2)n1 | 8.3 | 1.85 | 0.8 | 3.7 | 5.2 | -19.9 | -1.7 | -4.4 | 2.4
COC(=O)c1sccc1NC(=O)c1ccc(Br)o1 | 3.8 | -1.21 | 6.4 | 22.6 | 2.4 | 22.1 | -2.4 | -1.0 | -8.2
CCOC(=O)c1c(Nc2nc(C)c(C(=O)NC)s2)sc(C)c1C | 4.7 | -0.09 | -1.8 | -2.6 | 1.5 | -15.8 | 68.9* | -3.6 | -26.0
O=C(c1ccc2nc(-c3ccco3)c(-c3ccco3)nc2c1)N1CCN(c2ncccn2)CC1 | 14.8 | -0.79 | 55.1* | 10.4 | 8.5 | -30.6 | 76.1*[fluorescence artefact?] | -13.0 | -9.0
CC(C)NCCOc1cccc(Br)c1 | 4.7 | -0.55 | -2.1 | -16.0 | 6.2 | -1.4 | 1.2[fluorescence artefact?] | -2.9 | -14.8
O=C(Nc1ccc2c(c1)OCCO2)C1CCCN(S(=O)(=O)c2cccc3nsnc23)C1 (configuration not stated) | -47.1 | -0.8 | 0.8 | -2.5 | . | 18.9 | 0.8 | 41.5* | -13.3
CS(=O)c1ccccc1-c1nc(-c2cc(C(F)(F)F)cc(C(F)(F)F)c2)no1 (configuration not stated) | 8.1 | 2.2 | 1.7 | -1.1 | 6.5 | 41.9 | . | -5.4 | 0.0
CCOc1ccc(CCN2C(=O)C3C4C=CC(C4)C3C2=O)cc1OCC (configuration not stated) | -11.7 | . | -0.7 | 22.5 | 1.6 | 20.0 | -1.2 | 9.8 | -8.6
CCn1c(=O)cc(SCC(=O)NCc2ccc3c(c2)OCO3)c2ccccc21 | 1.8 | -0.16 | -1.8 | -8.1 | 2.0 | -5.3 | -6.8 | -3.9 | -2.5
O=C(Cc1cc(=O)[nH]c(=O)[nH]1)NCC1CCCO1 (configuration not stated) | 2.2 | . | -1.8 | 11.3 | -3.6 | -1.7 | -6.7 | -4.9 | -17.4
CCOC(=O)N1CCN(S(=O)(=O)c2ccc3[nH]cc(C(=O)O)c(=O)c3c2)CC1 | 2.6 | -0.17 | -2.5 | -1.6 | -5.2 | 1.1 | 15.9[fluorescence artefact?] | -4.0 | -2.0
CS(=O)(=O)c1ccc2nc(NC(=O)Oc3ccccc3)sc2c1 | -6.8 | 0.26 | 3.8 | 10.5 | 33.8 | 12.4 | 5.2[fluorescence artefact?] | 5.7 | -34.7
Cc1ccccc1-n1c(SCc2ccccn2)nc2n[nH]c(C)c2c1=N | 9.9 | -2.88 | 30.2* | 2.8 | 19.2 | -2.5 | . | -5.9 | -24.6
S=c1[nH]nc(C2CC2)n1Cc1ccco1 | 3.6 | -0.42 | -2.8 | 25.1 | 8.8 | -17.4 | . | -5.2 | -1.3
Cc1ccc(NC2=NC(c3ccccc3)n3c(nc(C)cc3=O)N2)c(C)c1 (configuration not stated) | 10.7 | -0.41 | -2.4 | 11.5 | 8.5 | 8.0 | -19.8 | -8.3 | -3.4
Cc1cccc[n+]1CC(=O)Nc1ccc([N+](=O)[O-])cc1Cl | -0.1 | -0.01 | 5.0 | 6.9 | 22.7 | -16.4 | . | 3.5 | -10.0
CCOc1ccc(/C=C/[N+](=O)[O-])c2ccccc12 | -3.4 | 0.5 | 0.1 | 26.9 | 3.8 | -54.1 | . | 3.0 | 8.5
COc1ccc(C(=O)N[C@H](C(=O)NCC2CCCCC2)C(C)C)cc1 | 8.8 | 0.55 | -2.0 | 17.7 | -5.1 | -15.5 | 0.6 | -8.2 | -16.5
NC(=O)SCC(=O)Nc1ccc(Cl)cc1 | 1.3 | 0.01 | -1.4 | 15.3 | 3.3 | -1.1 | . | -3.2 | -23.3
Cc1cc(N2CCC(C)CC2)nc(SCC(=O)c2ccccc2)n1 | -8.4 | -2.59 | 3.1 | 17.9 | -18.9 | -34.3 | -2.6 | 5.2 | 1.2
Cc1ccc(-c2nnn(CC(=O)N(Cc3ccco3)C(C(=O)NC3CCCC3)c3cccs3)n2)o1 (configuration not stated) | 7.4 | 1.08 | -1.4 | 3.1 | -11.9 | -15.2 | -13.5 | -7.0 | 3.2

Arranged by formula weight (ascending): 3 of the compounds above
Molecule | LYP inh 2 | PTK2B oligo ant | FAK blocker | VCAM1 TNFa inh | F-actin modifier | HUVEC tox IL1B | ERa coact inh | PTPN22 act | TNFa cytotox
CCOc1ccc(/C=C/[N+](=O)[O-])c2ccccc12 | -3.4 | 0.5 | 0.1 | 26.9 | 3.8 | -54.1 | . | 3.0 | 8.5
COc1cc(NS(=O)(=O)N2CCCC2)cc(OC)c1OC | 0.5 | 0.38 | -1.4 | 4.8 | 3.9 | -17.4 | -35.9 | 0.0 | -16.2
O=C(c1ccc2nc(-c3ccco3)c(-c3ccco3)nc2c1)N1CCN(c2ncccn2)CC1 | 14.8 | -0.79 | 55.1* | 10.4 | 8.5 | -30.6 | 76.1*[fluorescence artefact?] | -13.0 | -9.0

Next section:
Molecule | LYP inh 2 | PTK2B oligo ant | FAK blocker | VCAM1 TNFa inh | F-actin modifier | HUVEC tox IL1B | ERa coact inh | PTPN22 act | TNFa cytotox
Cc1ccc(CCNc2ccc3ccccc3c2)cn1 | 7.2 | -0.69 | -2.4 | -16.0 | -2.6 | -2.4 | 4.4 | -8.3 | -1.5
COC(=O)c1ccc(C2C(C(=O)Nc3ccccc3C)=C(C)Nc3ncnn32)cc1 (configuration not stated) | 0.5 | 0.25 | 7.8 | 16.8 | -27.4 | 17.1 | 2.9 | -2.8 | 2.0
COC(=O)C(C)n1cnc2c(cnn2-c2ccc(Cl)cc2)c1=O (configuration not stated) | 7.3 | 0.01 | 2.0 | 4.6 | -5.3 | -23.7 | . | -3.1 | 5.2
CCOc1ccccc1C1CC(c2ccc(F)cc2)Nc2nc(N)nn21 (configuration not stated) | -1.1 | . | 1.0 | 9.8 | 0.5 | -109.4 | -8.7 | 1.2 | -19.5
O=C(/C=C\NCC(=O)c1ccccc1)c1ccc(F)cc1 | 2.8 | 0.43 | -7.0 | 4.3 | 3.5 | -13.9 | . | -0.7 | -18.5
CCCNC(=O)c1c(N)n(-c2ccc3c(c2)OCO3)c2nc3ccccc3nc12 | 5.3 | 1.16 | -4.9 | 4.6 | 20.4 | 28.1 | 2.9 | -7.6 | -10.7
CCOC(=O)c1sc(NC(=O)CSc2nc(C)cc(C)c2C#N)c(C#N)c1C | 2.5 | 0 | 2.3 | -13.2 | 3.6 | 3.8 | 36.0 | -5.7 | 1.1
Cc1cccc(Oc2nc(-c3cccc([N+](=O)[O-])c3)nc3ccccc23)c1C | -1.6 | 0.22 | -6.8 | -6.5 | -1.7 | -38.7 | . | -0.1 | 22.7
O=C(C1CCN(S(=O)(=O)c2cccc3cccnc23)CC1)N1CCCC1 | -3.9 | . | . | 4.4 | -15.5 | -1.0 | 9.1 | 2.3 | 17.7
Cc1nc(C(F)(F)F)c(C(=O)NC(=O)Nc2ccc(OC(F)(F)F)cc2)s1 | -2.5 | -0.13 | -2.1 | -7.6 | -33.3 | -12.5 | . | 8.1 | 3.0
CC1CC(OCC(O)CN2CCN(Cc3ccccc3)CC2)CC(C)(C)C1 (configuration not stated) | -5.7 | 0.01 | 0.8 | 1.8 | -28.0 | -2.9 | . | 8.4 | 7.5
C=CCn1c(=O)c2c(nc3n2CCS3)n(C)c1=O | 5.8 | 0.77 | -1.2 | 3.1 | -5.7 | -4.3 | -16.3 | -5.3 | 37.9
CCc1cc(-c2n[nH]c(=S)n2Cc2ccccc2)cs1 | 13.7 | -0.47 | 0.5 | 12.1 | 10.7 | -16.7 | . | -11.1 | -2.9
FC(F)(F)c1nnc(-c2ccccc2)nc1Sc1ccc(Cl)cc1 | 1.5 | -0.55 | 0.0 | -10.6 | 8.7 | -0.9 | . | -3.9 | -10.8
CCc1cc(Br)ccc1N1C(=O)C2CC=CCC2C1=O (configuration not stated) | -6.8 | 1.39 | -2.2 | 17.5 | 9.1 | 1.6 | . | 4.6 | .
CCCn1c(=O)c2ccccc2n2c(SCc3cc(=O)n4ccsc4n3)nnc12 | 19.6 | . | -0.7 | -6.3 | 30.3 | -21.2 | 50.4* | -14.4 | -31.9
Cc1ccc(S(=O)(=O)c2c(N)n(CC3CCOC3)c3nc4ccccc4nc23)cc1 (configuration not stated) | -5.6 | 1.24 | 7.1 | -15.8 | -2.1 | 3.0 | 2.3 | 4.5 | 13.2
CCS(=O)(=O)N1CCN(c2ccccc2F)CC1 | -7.0 | 0.59 | -1.2 | 16.3 | -0.2 | 6.7 | -5.1 | 10.7 | -14.9
C/C(=N/NC(=O)c1ccc(C)s1)c1cccc(NC(=O)COc2ccc(Cl)cc2C)c1 | 1.6 | 1.61 | -3.7 | 5.6 | 2.8 | . | . | 3.8 | -14.4
CSCC[C@H](NC(=O)C1CCN(S(=O)(=O)c2ccc(C)cc2)CC1)C(=O)NCC1CCCO1 (some centres not stated) | -2.7 | -0.26 | 0.1 | -0.3 | 6.7 | -38.4 | -6.5 | 1.8 | 1.1
c1ccc2c(Oc3ccc4c(c3)OCO4)nncc2c1 | -8.7 | -0.03 | -2.5 | 8.7 | 16.8 | -12.4 | -1.1 | 5.7 | -2.2
CC1SC(c2cccc(Cl)c2)NC1=O (configuration not stated) | -10.9 | 0.24 | -0.6 | -2.3 | 6.1 | -91.7 | -4.8 | 7.1 | -24.4
O=C(CCS(=O)NCc1ccccc1)NCc1ccccc1 (configuration not stated) | 0.6 | . | -0.7 | -7.5 | 12.1 | -21.6 | 0.1[fluorescence artefact?] | -2.7 | -21.7
Cc1ccc(/C=N\NC(=O)c2csnn2)cc1 | 3.0 | -0.42 | 7.3 | -2.8 | -11.9 | 22.7 | . | 0.1 | 6.5
O=C(Nc1ccc(Br)c2cccnc12)c1ccc(Cn2cc([N+](=O)[O-])cn2)o1 | -2.3 | . | 0.6 | 7.3 | 2.6 | 3.0 | . | -0.6 | -21.8
O=C(CSc1nnc(-c2ccco2)o1)c1ccccc1 | -6.5 | -0.58 | 2.1 | 20.4 | 58.0 | 5.8 | 5.1 | 3.3 | -12.4
COC(=O)c1ccccc1NC(=O)c1cc2sccc2n1C | -13.4 | 0.29 | -9.2 | 17.6 | -26.6 | 26.1 | 11.7 | 12.7 | 0.8
CC1CCCC(NC(=O)c2n[nH]c(=O)c3ccccc23)C1C (configuration not stated) | -3.4 | -0.24 | 7.4 | -6.4 | 31.5 | -101.9 | 2.5 | 2.6 | -14.4
